ALDH1A1 inh – qHTS Assay for Inhibitors of Aldehyde Dehydrogenase 1 (ALDH1A1); Aldehyde dehydrogenase 1A1 (Homo sapiens), P00352; Purified ALDH1A1, NADH fluorescence, propionaldehyde substrate; Potency, µM (top dose mostly 75.3 µM), for inactives: at the top dose activity, negative = inhibition, hits mostly inhibitors; hit rate 7.3% among 220,000; active = well fitted inhibition curve with a large enough effect, not every such curve was filed as active; inconclusive = small, poorly fitted or top-dose-only effect, or another doubt; inactive = no such curve, though single readings can be large or run the other way;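 note: plate controls were no enzyme wells and a reference inhibitor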
RECQ1 inh – qHTS Assay for Inhibitors of RecQ-Like Dna Helicase 1 (RECQ1) | ATP-dependent DNA helicase Q1 (Homo sapiens), P46063 | RECQ1 DNA unwinding, red fluorescence kinetic read | Potency, µM (series often up to 57.3 µM), for inactives: at the top dose activity, negative = inhibition, most hits filed as inhibitors | hit rate 0.54% among 240,000 | AID 2549, 2010;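 note: plate controls were vehicle for no effect and no enzyme for full effect; nearly all actives have a fitted effect of over 30% in size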
Target sequence (P46063 whole entry, looked up): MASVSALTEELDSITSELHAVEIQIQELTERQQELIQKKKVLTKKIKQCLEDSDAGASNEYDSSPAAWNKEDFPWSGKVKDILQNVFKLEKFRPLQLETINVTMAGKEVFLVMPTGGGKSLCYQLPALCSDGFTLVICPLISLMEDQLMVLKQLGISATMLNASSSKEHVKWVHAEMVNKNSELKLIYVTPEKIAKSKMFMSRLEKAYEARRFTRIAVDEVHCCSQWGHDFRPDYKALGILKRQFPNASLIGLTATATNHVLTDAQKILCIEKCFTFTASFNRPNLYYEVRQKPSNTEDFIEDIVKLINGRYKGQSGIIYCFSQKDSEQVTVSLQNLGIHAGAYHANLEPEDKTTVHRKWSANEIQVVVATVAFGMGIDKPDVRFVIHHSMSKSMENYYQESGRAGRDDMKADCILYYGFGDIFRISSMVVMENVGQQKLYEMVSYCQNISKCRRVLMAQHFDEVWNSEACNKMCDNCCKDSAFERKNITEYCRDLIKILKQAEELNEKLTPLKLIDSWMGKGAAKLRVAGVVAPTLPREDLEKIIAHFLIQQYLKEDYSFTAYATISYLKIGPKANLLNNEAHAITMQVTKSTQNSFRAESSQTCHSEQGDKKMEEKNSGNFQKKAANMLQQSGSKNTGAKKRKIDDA
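50 nM RECQ1T1 preincubated 15 min with compound in Tris pH 8.0 buffer with MgCl2, DTT, Tween-20 and 2.5 ug/ml poly(dI-dC); started with 200 nM TAMRA/BHQ-2 forked duplex and 2 mM ATP. Unwinding read as fluorescence (525/598 nm), two reads 2 h apart.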
SMN2 splice up – qHTS Assay for Enhancers of SMN2 Splice Variant Expression; hit rate 2.8% among 210,000; Potency, µM (top dose mostly 46.1 µM), for inactives: at the top dose activity change, positive = activation, usual class: activators; AID 1458, 2008; HEK293 SMN2-luciferase splicing reporter, luminescence, 30-36 h; note: % of control where 0% means no effect; nearly all actives have a fitted effect of over 55% in size
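qHTS luciferase splicing reporter: luminescence rises when SMN2 exon 7 is included in transfected HEK293 cells. Compound exposure lasted 30-36 h at 37C, with 4.5 mM final sodium butyrate as control, followed by a ONE-Glo read.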
TRb SRC2 PPI – qHTS for Inhibitors of the Interaction of Thyroid Hormone Receptor and Steroid Receptor Coregulator 2; Thyroid hormone receptor beta (Homo sapiens), P10828; TRbeta-SRC2 peptide binding, fluorescence polarization; receptor liganded with 1 µM T3; Potency, µM (series often up to 106 µM), inactives show at the top dose activity change, negative = inhibition, hits mostly inhibitors; AID 1469, 2008; hit rate 0.065% among 280,000;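 note: plate controls were bound peptide for no effect and peptide without receptor for full effect; nearly all actives have a fitted effect of over 50% in size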
Target sequence (P10828 whole entry, looked up): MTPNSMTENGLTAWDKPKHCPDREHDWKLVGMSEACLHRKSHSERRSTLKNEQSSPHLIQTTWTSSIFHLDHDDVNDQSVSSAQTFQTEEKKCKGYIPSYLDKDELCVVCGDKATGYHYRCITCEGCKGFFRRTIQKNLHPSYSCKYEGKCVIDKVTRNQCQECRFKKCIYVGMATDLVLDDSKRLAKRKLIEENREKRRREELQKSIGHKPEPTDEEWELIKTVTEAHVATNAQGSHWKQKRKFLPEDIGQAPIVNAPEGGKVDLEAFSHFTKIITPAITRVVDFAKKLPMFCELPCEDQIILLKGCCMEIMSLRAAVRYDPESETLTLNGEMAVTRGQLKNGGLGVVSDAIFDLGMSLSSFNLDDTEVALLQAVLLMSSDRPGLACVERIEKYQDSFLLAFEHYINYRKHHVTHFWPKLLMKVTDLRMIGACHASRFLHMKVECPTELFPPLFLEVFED
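Fluorescence polarization of 20 nM Texas Red SRC2 peptide with 0.6 uM human TRb ligand-binding domain, in Tris buffer with 1uM T3 and 5% DMSO. Incubated 5 hr ambient; normalized to unbound and bound controls.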
JMJD2E inh – qHTS Assay for Inhibitors of Human Jumonji Domain Containing 2E (JMJD2E); Potency, µM (highest dose often 57.1 µM), inactives show at the highest dose activity change, negative = inhibition, hits mostly inhibitors; Lysine-specific demethylase 4E (Homo sapiens), B2RXH2; JMJD2E catalytic domain, FDH-coupled NADH fluorescence (FDH is formaldehyde dehydrogenase); AID 2147, 2009; hit rate 1.6% among 230,000; active = well fitted inhibition curve with a large enough effect, not every such curve was filed as active; inconclusive = small, poorly fitted or top-dose-only effect, or another doubt; inactive = no such curve, though single readings can be large or run the other way;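 note: 0% = wells with enzyme and -100% = buffer wells without enzyme; nearly all actives have a fitted effect of over 50% in size; many of its hits are not listed in these tables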
Lamin A splicing – qHTS Assay for Modulators of Lamin A Splicing; HeLa LMNA splicing GFP/RFP minigene ratio, 48 h; Potency, µM (top dose mostly 46.1 µM), inactives show at the highest dose ratio change, negative = inhibition, hits mostly inhibitors; hit rate 0.01% among 200,000; active = well fitted inhibition curve with a large enough effect in the signal ratio, with a control signal flat, not every such curve was filed as active; inconclusive = small, poorly fitted or top-dose-only effect, or effect the other way, or a change in a side signal; the % refers to the signal ratio; note: % is set by controls: 0 for no effect and ±100 for the full control effect
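S3 HeLa stable clones carrying a lamin A-EGFP splicing minigene plus DsRed2 were seeded at 600 cells/well in Opti-MEM with 2% FBS, pin-dosed and incubated 48 h at 37°C. Acumen cytometry (488 nm) gave the GFP/RFP total-intensity ratio.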
GoLoco inh red – qHTS Assay for Inhibitors of RGS12 GoLoco Motif Activity (Red Fluorophore); Gai1:RGS12 GoLoco peptide FP, rhodamine, 10 min; hit rate 0.44% among 230,000; AID 880, 2007; Guanine nucleotide-binding protein G(i) subunit alpha-1 (Homo sapiens), P63096; Potency, µM (top dose mostly 61.6 µM), for the others: at the top dose activity, negative = inhibition, usual class: inhibitors; active = well fitted inhibition curve with a large enough effect, not every such curve was filed as active; inactive = no such curve, though single readings can be large or run the other way; note: % is set by controls: 0 for no effect and ±100 for the full control effect; nearly all actives have a fitted effect of over 30% in size; many of its hits are not listed in these tables
TexasRed fluor – Total Fluorescence Counterscreen for Inhibitors of the Interaction of Thyroid Hormone Receptor and Steroid Receptor Coregulator 2. TRb/SRC2 Texas Red total fluorescence interference. Potency, µM (doses to about 106 µM), without a hit: at the highest dose fluorescence change, negative = quenching. hit rate 0.29% among 280,000; active = well fitted curve in either direction with a large enough effect; inconclusive = small, poorly fitted or top-dose-only effect; note: % is set by controls: 0 for no effect and ±100 for the full control effect
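Flags fluorescent or light-absorbing compounds by total fluorescence, S + 2P, at 555 nm excitation and 632 nm emission. Mixture: 20 nM Texas Red SRC2 peptide, 0.6 uM human TRb LBD, 1 uM T3, 5% DMSO; compound exposure 5 h at ambient temperature.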
* marks the source's active call; other numbers are inactive results; i = inactive; ? = inconclusive; . = no result given; [ ] = dose if it differs, or a comment. Unless noted, calls come from the whole dose curve; as a rule, active = well fitted curve in the direction sought with a large enough effect; inconclusive = small, poorly fitted or top-dose-only effect, or another doubt; inactive = no such curve, though single readings can be large; an effect the other way counts as inactive or inconclusive. Potency is the fitted concentration of half-maximal effect. These rows are one share of the data; count on the stated rates, not on these rows.

SMILES	ALDH1A1 inh	RECQ1 inh	SMN2 splice up	TRb SRC2 PPI	JMJD2E inh	Lamin A splicing	GoLoco inh red	TexasRed fluor
Cn1nc(-c2ccccc2)c(N2CCCCC2)cc1=O	28µM*	i	18%	4%	-5%	.	5%	0%
O=C(Nc1nnc(C(F)(F)F)s1)C1COc2ccccc2O1 (stereo not given)	7%	-2%	-28%	4%	-3%	?	-6%	-3%
O=C(/C=C/c1ccco1)Oc1ccc(C(=S)N2CCOCC2)cc1	?	-15%	-55%[inhibitor]	-1%	-5%	.	9%	-1%
O=C(Nc1ccc(Cc2ccncc2)cc1)C1CCC(N2C(=O)C3C4C=CC(C5CC45)C3C2=O)CC1 (stereo not given)	?	8%	-66%[inhibitor]	-7%	3%	?	1%	1%
CC(C)(C)OC(=O)N1CCC[C@H]1c1nnc(SCc2cccc(Cl)c2)o1	.	-3%	.	-6%	7%	.	-1%	-1%
CC1CCCCC1NC(=O)COC(=O)c1cc(=O)c2ccccc2o1 (stereo not given)	6%	-1%	-4%	-2%	11%	8%[46 µM]	58%	-2%
C[C@@H]1NC(=O)[C@H](CCC(=O)O)NC(=O)c2cc([N+](=O)[O-])cc(F)c2NCCC[C@@H](C(N)=O)NC1=O	-11%	-1%	7%	-2%	5%	-2%	-1%	-1%
CCC(NC(=O)Nc1ncccc1C)(C(F)(F)F)C(F)(F)F	-4%	-4%	?	-7%	5%	-6%	2%	-2%
Cc1cc(C(=O)COc2ccc([N+](=O)[O-])cc2)c(C)n1C1CC1	11µM*	i	.	2%	-19%	0%[46 µM]	16%	-2%
Cc1nc2ccccc2nc1OCC(=O)N1CCN(c2ccccc2)CC1	?	-2%	-16%	-15%	?	2%	-8%	1%
CCOC(=O)C1C(C(=O)OCC)C1(c1ccccc1)c1ccccc1 (stereo not given)	3%	-6%	2%	2%	1%	-2%	-6%	-2%
Cc1ccc(C(=O)Nc2ccccc2C(=O)N2CCOCC2)cc1[N+](=O)[O-]	2%	6%	10%	4%	-3%	?	-2%	-3%

In the list so far, 2 have a CF3 group:
SMILES	ALDH1A1 inh	RECQ1 inh	SMN2 splice up	TRb SRC2 PPI	JMJD2E inh	Lamin A splicing	GoLoco inh red	TexasRed fluor
O=C(Nc1nnc(C(F)(F)F)s1)C1COc2ccccc2O1 (stereo not given)	7%	-2%	-28%	4%	-3%	?	-6%	-3%
CCC(NC(=O)Nc1ncccc1C)(C(F)(F)F)C(F)(F)F	-4%	-4%	?	-7%	5%	-6%	2%	-2%

Later entries
SMILES	ALDH1A1 inh	RECQ1 inh	SMN2 splice up	TRb SRC2 PPI	JMJD2E inh	Lamin A splicing	GoLoco inh red	TexasRed fluor
CCC(C(=O)N1CCN(c2ncccn2)CC1)c1ccccc1 (stereo not given)	.	-2%	.	1%	-10%	.	7%	1%
Cc1occc1C(=O)Nc1cccc([N+](=O)[O-])c1	1%	3%	7%	-1%	6%	12%	9%	-2%
O=C(CSc1ccccn1)Nc1nncs1	-2%	7%	-19%	-4%	1%	-18%	-6%	-7%
Fc1ccc(-c2nc3n(n2)Cc2ccccc2-3)cc1	10%	-1%	2.8µM*	-9%	-4%	-15%	10%	-3%
COCCOc1ccc(C(F)(F)F)cc1NC(=O)c1ccc(C(F)(F)F)cc1	-3%	-7%	.	8%	?	-4%	.	-3%
CCc1cccc(CC)c1NC(=O)/C(C#N)=C/c1ccccc1C(F)(F)F	10%	-2%	?	-1%	-1%	?	2%	2%
CN(C)c1nc(N)nc(CSc2nnnn2-c2ccc(C(=O)O)cc2)n1	25%	i	29%	-13%	1%	6%	-2%	4%
CC(C)c1ccc(/C=C2\C(=O)N(CCN3CCOCC3)C(=S)N2C)cc1	?	-4%	-43%[inhibitor]	4%	-2%	.	2%	1%
O=C(NNC(=O)c1cccnc1)Nc1cccc(Cl)c1Cl	-2%	-5%	.	-1%	2%	-13%	.	-4%
O=C(CCCNS(=O)(=O)c1cccs1)N1CCN(c2ccc(F)cc2)CC1	-2%	0%	-30%	-6%	6%	?	-7%	-3%
N#Cc1ccccc1S(=O)(=O)N1CCN(c2cnccn2)CC1	?	i	4%	-1%	?	?	-2%	3%
Cn1c(=O)oc2cc(S(=O)(=O)N3CCC(N4CCCCC4)CC3)ccc21	11%	-4%	.	4%	4%	.	-8%	-1%
C/C(=N\NC(=S)Nc1cccc(C)c1)c1cccc(N)c1	-11%	-16%	?	-1%	3%	-5%	17%	-1%
NC(=S)N/N=C/c1coc2ccc(Cl)cc2c1=O	?	i	-16%	-7%	-6%	14%[46 µM]	27%	-2%
COc1ccccc1N=Nc1nc(-c2ccccc2)c(-c2ccccc2)[nH]1	22µM*	-18%	0%	2%	7%	?	8%	-9%
CN(c1ccccc1)S(=O)(=O)c1ccc(C(=O)NCC2CCCO2)cc1 (stereo not given)	2%	i	-3%	-3%	4%	-14%	-10%	1%
O=C(Nc1ccccc1)N1CCN(c2nc(-c3ccccc3)ns2)CC1	.	-3%	.	-1%	4%	.	1%	-1%
CCc1nc2ccccc2n(CCOCCOCCn2c(=O)c(CC)nc3ccccc32)c1=O	-6%	4%	3%	6%	-27%	2%	-7%	2%
O=C(Cc1c[nH]c2ccccc12)N/N=C/c1ccccc1O	?	0%	.	-8%	25µM*	.	2%	-7%
CCOCCSC1=C(C#N)C(c2cccs2)C(C(C)=O)=C(C)N1 (stereo not given)	-10%	i	-18%	2%	-7%	-4%	0%	-1%
CCOC(=O)c1ccc(-c2ccc(/C=C(\C#N)C(=O)NCc3cccs3)o2)cc1	15%	-1%	26%	-7%	22%	-9%	10%	-4%
CCCCn1c(NC(=O)c2ccccc2Cl)c(C#N)c2nc3ccccc3nc21	?	?	-37%[inhibitor]	?	?	?	5%	-9%
CN(CC(=O)Nc1cccc(C#N)c1)Cc1ccc(Cl)cc1	9%	-5%	-6%	0%	-2%	1%[46 µM]	14%	-1%
O=C(N/N=C/c1cn(-c2ccccc2)nc1-c1cccs1)c1ccc(Cl)cc1	?	i	-52%[inhibitor]	4%	?	?	6%	3%
COc1ccccc1CC(=O)Nc1ccc([N+](=O)[O-])cc1OC	-5%	-7%	-19%	-5%	-5%	1%	15%	-7%
CC(C)=CC/C=C1\CCC(C(=O)O)C(C(=O)O)C1 (stereo not given)	3%	6%	-5%	7%	-18%	-6%	6%	-1%
Cc1n[nH]c(C)c1Sc1ccccc1[N+](=O)[O-]	-4%	-4%	18%	1%	10%	?	9%	-1%
Cc1ccc(N2C(=O)CSC2c2cccs2)cc1 (stereo not given)	-8%	i	-9%	1%	7%	6%	8%	-4%
N#Cc1cc([N+](=O)[O-])ccc1NC(=O)COC(=O)C12CC3CC(CC(C3)C1)C2	22µM*	i	.	-2%	-1%	.	-4%	-8%
COc1ccccc1Oc1ccc(NC(=O)c2ccccc2)cc1	6%	5%	.	3%	-3%	.	-11%	3%
COC(=O)c1cccc(S(=O)(=O)N2CCCC2)c1	1%	-18%	10%	-4%	-2%	9%	1%	-1%
COCCN(Cc1nc(-c2ccc(C(F)(F)F)cc2)no1)C(C)C	-1%	5%	.	-7%	4%	?	13%	-5%
COC(=O)c1[nH]nc2c1C(=O)N(Cc1ccccc1)C2=O	?	-12%	-6%	0%	-3%	?	6%	-1%
CC(C)[C@H](NC(=O)c1ccco1)C(=O)OCC(=O)Nc1ccc(F)cc1	9%	-4%	-5%	2%	9%	.	5%	0%
Cn1ncc2c(N3CCN(c4ccc(Cl)c(Cl)c4)CC3)ncnc21	7%	-10%	2%	-4%	7%	.	12%	-5%
N#Cc1cccc(NC(=O)CN2NS(=O)(=O)c3ccccc3C2=O)c1	-11%	-8%	-9%	5%	5%	0%	-3%	2%
Cc1ccc(-n2c(C)cc(C(=O)CSc3n[nH]c(N)n3)c2C)cc1	13%	-2%	-34%[inhibitor]	-6%	5%	21%	16%	-3%
Cc1ccc(SCCC(=O)N2CCC(C(N)=O)CC2)cc1	-14%	-7%	.	-17%	-2%	4%	.	2%
CCOC(=O)c1cnc(-c2ccccc2)nc1N1CC(C)OC(C)C1 (stereo not given)	?	i	9%	-2%	-2%	.	6%	-4%
C=CCNC(=O)c1cc(Cl)ccc1Cl	0%	-4%	-1%	-7%	-2%	2%	4%	-5%
O=C(Oc1ccccc1)N1CCC2(CCCN(c3ccccn3)C2)CC1	?	-11%	-28%	.	.	.	1%	.
Cc1csc(NC(=O)c2cccc(S(=O)(=O)N3CCCCC3)c2)n1	-2%	i	13%	6%	5%	-4%	22%	0%
CCc1ccc(NC(=O)CSc2nnc(SCC(=O)Nc3ccc(CC)cc3)n2N)cc1	7%	-5%	8%	3%	9%	8%	13%	2%
CC(C)n1c(SCC(=O)N2c3ccccc3Sc3ccccc32)nc2c1c(=O)n(C)c(=O)n2C	-2%	-1%	6%	1%	1%	0%	2%	-1%
COc1ccc(C/C(C)=N/Nc2nc(C)cc(=O)[nH]2)cc1	-4%	i	.	-2%	-20%	.	-15%	0%
N#CC(c1ccccc1)c1ccc(C(=O)c2ccc(F)cc2)cc1 (stereo not given)	20µM*	-14%	-77%[inhibitor]	0%	-3%	?	-6%	2%
Cc1cc2ccccc2n1CCNC(=O)c1ccc(S(=O)(=O)N2CCOCC2)cc1	10µM*	-14%	22%	?	-5%	0%	-39%	?

Screening data: PubChem BioAssay, National Center for Advancing Translational Sciences (NCATS)
